STAT3 activator: IL-6 driven STAT3 reporter potentiators, primary screen, U3A cells, luciferase, luminescence, MLSCN library. 190,000 compounds, 0.91% hits. IL-6 STAT3-luciferase reporter; 100% = signal with IL-6 EC80 alone. activation (% of control), % at 5.6 µM;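 active means activation above the screen-wide mean of compound activation plus 3 SD, cut at about 130% in these data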;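 further: 0% = background luminescence of wells with medium and substrate only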
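Detection: reporter luminescence signal / Assay system: STAT1-lacking human U3A cells, STAT3 luciferase reporter / Incubation: compound pre-incubation 1 h before IL-6, then 6 h stimulation at 37 °C / Control set: IL-6-only high control / Read-out: % activation relative to IL-6 control / Probe or stimulus: Interleukin-6, 33 ng/mL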
TLR4-MyD88 BLA: inhibitors of TLR4-MyD88 association in cells, primary screen, cell-based, HeLa CL3-4, BLA complementation, FRET ratio | AID 861, 2007 | HeLa CL3-4 TLR4/MyD88 BLA complementation | 200,000 compounds, 0.18% hits | Toll-like receptor 4 (Homo sapiens) + Myeloid differentiation primary response protein … | inhibition, % at 8.4 µM; in the data active means inhibition above about 25%;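 further: 0% = vehicle and 100% = reference inhibitor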
Target sequence (O00206 whole entry, looked up): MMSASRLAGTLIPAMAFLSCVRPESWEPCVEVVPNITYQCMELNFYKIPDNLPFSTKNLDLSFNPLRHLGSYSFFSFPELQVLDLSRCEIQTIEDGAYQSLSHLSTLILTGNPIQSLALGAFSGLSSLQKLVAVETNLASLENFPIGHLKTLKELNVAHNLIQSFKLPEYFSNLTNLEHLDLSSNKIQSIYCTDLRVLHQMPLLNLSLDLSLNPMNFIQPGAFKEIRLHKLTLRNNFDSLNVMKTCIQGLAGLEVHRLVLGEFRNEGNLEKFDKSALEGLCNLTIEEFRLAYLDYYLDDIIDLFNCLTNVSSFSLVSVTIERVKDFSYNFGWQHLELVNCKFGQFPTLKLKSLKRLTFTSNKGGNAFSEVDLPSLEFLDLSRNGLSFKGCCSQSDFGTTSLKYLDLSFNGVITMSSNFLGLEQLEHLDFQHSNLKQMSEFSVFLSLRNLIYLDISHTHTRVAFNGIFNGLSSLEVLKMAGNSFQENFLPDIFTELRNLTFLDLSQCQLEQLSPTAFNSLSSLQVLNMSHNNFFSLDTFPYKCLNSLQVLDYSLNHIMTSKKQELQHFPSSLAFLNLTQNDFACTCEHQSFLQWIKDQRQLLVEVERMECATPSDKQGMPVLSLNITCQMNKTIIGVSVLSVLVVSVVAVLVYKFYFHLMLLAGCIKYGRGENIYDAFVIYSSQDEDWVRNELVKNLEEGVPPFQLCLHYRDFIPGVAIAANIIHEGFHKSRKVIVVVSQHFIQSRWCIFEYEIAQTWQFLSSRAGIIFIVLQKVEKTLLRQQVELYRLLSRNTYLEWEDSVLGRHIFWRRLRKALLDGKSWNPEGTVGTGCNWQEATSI
Target sequence (Q99836 whole entry, looked up): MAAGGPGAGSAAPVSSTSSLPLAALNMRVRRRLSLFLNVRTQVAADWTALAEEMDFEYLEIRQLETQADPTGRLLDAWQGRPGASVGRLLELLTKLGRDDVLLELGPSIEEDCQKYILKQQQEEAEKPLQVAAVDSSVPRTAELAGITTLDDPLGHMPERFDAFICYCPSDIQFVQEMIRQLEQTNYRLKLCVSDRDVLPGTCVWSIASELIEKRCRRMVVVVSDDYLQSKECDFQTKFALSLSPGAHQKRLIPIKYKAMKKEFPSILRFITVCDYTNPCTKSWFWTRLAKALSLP
Hsp70 act: Hsp70 transcriptional activators, primary screen, cell-based, HeLa, Hsp70 promoter luciferase, luminescence, 10 µM | HeLa Hsp70 promoter luciferase reporter; scaled: vehicle 0, proteasome-inhibitor control 100% | activation, % at 10 µM | 200,000 compounds, 0.04% hits;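 active means activation above the mean across all tested compounds plus 3 SD, cutoff set per campaign, cut at about 5.5% in these data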;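 further: 100% = MG132 at 30 µM as the positive control and 0% = DMSO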
Diaphorase inh: diaphorase inhibitors and chemical oxidizers, primary screen, counter-screen for diaphorase-coupled primary assays, biochemical, uHTS, resorufin fluorescence. diaphorase resazurin-to-resorufin fluorescence, NADH, 16 min; bacterial (C. kluyveri) enzyme, not human. inhibition, % at 20 µM. 190,000 compounds, 0.69% hits;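 active means primary screen inhibition at 20 µM above a set limit, cut at about 50% in these data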;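 further: plate controls were DMSO with full reaction for no effect and wells lacking NADH for full effect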
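Test system: Clostridium kluyveri diaphorase enzyme / Quantity: diaphorase at 0.14 U/mL in enzyme working solution / Incubation: 16-min room-temperature incubation before reading / Benchmarks: NADH-free wells as positive control, DMSO-only neutral wells / Signal: resorufin fluorescence 544/590 nm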
G6PDH counter: L. mesenteroides G6PDH inhibitors, counter-screen for G6PDH-coupled screening assays, biochemical, Leuconostoc mesenteroides enzyme; Purified L. mesenteroides G6PDH, diaphorase/resazurin coupled fluorescence, 45 min; inhibition, % at 5 µM; 200,000 compounds, 0.12% hits; in the data active means inhibition above about 50%
STAT1 act: STAT1 signaling activators, primary screen, cell-based, HTS, luciferase reporter | NIH 3T3 STAT1-luciferase reporter, IFN-gamma, luminescence; 100% = IFN-gamma alone, no compound | activation (% of control), % at 5.5 µM | 200,000 compounds, 2.6% hits | AID 932, 2007;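 active means activation above the screen-wide mean activation plus 3 SD, cut at about 130% in these data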;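 further: raw ratio to IFN-gamma control signal so 100% means no change and 0% no light; values of inactives mirror those of a sister screen read the other way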
Diaph act CS: compounds boosting diaphorase resazurin reduction – biochemical, uHTS, resorufin fluorescence, counter-screen for diaphorase-coupled primary assays, primary screen; Diaphorase/resazurin coupled assay, 16 min; hits give high values; 1 = vehicle wells, 0 = NADH-free wells; activation factor at 20 µM; 190,000 compounds, 0.005% hits; AID 1229, 2008;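 active means diaphorase activity raised at least twofold by the compound at 20 µM; inactive means activation factor below 2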
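Material: bacterial diaphorase enzyme (C. kluyveri); amount: enzyme 0.07 U/mL final; reagent: NADH substrate 0.114 mM plus resazurin dye 0.1 mM, final; doses: single compound dose of 20 µM, 1% DMSO final; timing: 16 min enzyme reaction, ambient temperature; measured by: fluorescence of resorufin, 544 nm excitation, 590 nm emission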
STAT1 inh: STAT1 signaling inhibitors, primary screen, cell-based, HTS, luciferase reporter | AID 920, 2007 | NIH 3T3 STAT1-luciferase reporter, IFN-gamma, luminescence | 200,000 compounds, 0.35% hits | inhibition, % at 5.5 µM;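 active means inhibition above a set limit, the mean inhibition across all tested compounds plus 3 SD, cut at about 34% in these data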;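 further: 0% = IFN-gamma with DMSO and 100% = IFN-gamma with 300 µM nifuroxazide; values of inactives mirror those of a sister screen read the other way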
STAT3 inh: IL-6 driven STAT3 reporter inhibitors, primary screen, U3A cells, luciferase, luminescence, MLSCN library. IL-6 STAT3-luciferase reporter; host cell line lacks STAT1. inhibition, % at 5.5 µM. 190,000 compounds, 0.89% hits;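 active means inhibition above the mean inhibition across all screened compounds plus 3 SD, cut at about 44% in these data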;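 further: 0% = DMSO only wells and 100% = 100 µM nifuroxazide control wells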
APP transl inh: inhibitors of APP translation via 5'UTR reporter, primary screen, APP 5'UTR luciferase, SH-SY5Y cells; SH-SY5Y APP 5'UTR-luciferase reporter, luminescence; inhibition, % at 2 µM; 190,000 compounds, 0.82% hits;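 active means inhibition above a set limit, derived from the sample mean plus 3 SD, cut at about 45% in these data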; further: values of inactives mirror those of a sister screen read the other way
* hit, by the source's call; . = not tested or not shown.

cpd	compound	STAT3 activator	TLR4-MyD88 BLA	Hsp70 act	Diaphorase inh	G6PDH counter	STAT1 act	Diaph act CS	STAT1 inh	STAT3 inh	APP transl inh
1	CCC(=O)NC(c1cccs1)c1cc([N+](=O)[O-])c2cccnc2c1O (configuration not stated)	98	-2	-0.2	31	38	99	0.7	1	3	.
2	CC(C)CCSc1nc2ccccc2[nH]1	91	0	-0.1	13	0	129*	0.9	-31	11	-100
3	O=C(CSc1n[nH]c(C2CCCC2)n1)NC1CCCC1	103	7	-0.7	14	5	97	0.9	3	3	7
4	CCOC(=O)c1nnn(CC(=O)Nc2cccc(Cl)c2C)c1C(=O)OCC	102	5	-0.3	11	2	103	0.9	0	-3	2
5	Cc1ccc(C(C)NC(=O)Cn2nc(C)c([N+](=O)[O-])c2C)cc1 (configuration not stated)	99	-1	-0.6	12	14	100	0.9	0	-3	3
6	CC(C)Cn1c(N)c(C(=O)CSc2nc3ccccc3n2C)c(=O)n(C)c1=O	108	-2	-0.3	-5	6	88	1	13	-10	3
7	O=C(C1=C[C@H](c2ccc(C(F)(F)F)cc2)C[C@H](OCCCCO)O1)N1CCN(Cc2ccccc2)CC1	.	11	-0.3	10	17	91	0.9	11	.	-22
8	Cc1cc(C(=O)CSc2nc(N)cc(=O)[nH]2)c(C)n1CCc1ccc(F)cc1	63	-15	-0.2	8	6	83	0.9	19	46*	0
9	CCOC(=O)N1CCN(C(=O)CSCc2ccc(Cl)cc2)CC1	98	-6	-0.1	-2	7	102	1	-2	8	-23
10	CCC(=O)N1CCc2cc(S(=O)(=O)NC(C(=O)N3CCc4ccccc4C3)C(C)C)ccc21 (configuration not stated)	101	-3	-0.1	12	1	100	0.9	0	4	-3
11	CCOc1ccc(Cl)cc1/C=N/NC(=O)c1ccccc1	89	-6	0.0	-16	6	107	1.2	-8	13	17
12	CCC1CCCCN1Cc1nc2c(c(=O)n(C)c(=O)n2C)n1CCC(C)C (configuration not stated)	111	0	-0.2	6	-6	102	0.9	-2	-14	10

(further entries)
cpd	compound	STAT3 activator	TLR4-MyD88 BLA	Hsp70 act	Diaphorase inh	G6PDH counter	STAT1 act	Diaph act CS	STAT1 inh	STAT3 inh	APP transl inh
13	CCn1ccnc1CN(C)Cc1nc(Cc2cccc(C(F)(F)F)c2)no1	98	-8	-0.2	0	16	95	1	4	4	-12
14	Cc1ccc(-c2ccccc2)n1-c1ccc(C(=O)O)cc1	105	5	-0.1	0	1	101	1	-2	-5	11
15	CCc1nc2oc3ccccc3c(=O)c2c(=O)n1Cc1ccccc1	97	9	-0.2	13	-1	98	0.9	2	7	-16
16	N#CCCn1cc(/C=N/O)c(-c2ccc(Cl)cc2)n1	95	0	-0.1	-4	5	101	1	-1	8	-2
17	CC(C)N1CCN(Cc2ccccc2-c2ccco2)CC1CCO (configuration not stated)	104	-6	-0.4	12	1	97	0.9	3	1	21
18	COc1ccc(CN(CC2CCC(C(=O)O)CC2)C(=S)Nc2cccc(C)c2)cc1 (configuration not stated)	110	4	-0.1	15	4	89	0.8	12	-8	20
19	Cc1ccc(OCC(=O)N2CCN(C(=O)c3cccc(F)c3)CC2)cc1	105	-15	0.2	8	0	105	0.9	-5	4	-3
20	Nc1nc(SCC(=O)Nc2ccccc2)[nH]c(=O)c1-c1ccccc1	100	-7	-0.1	4	1	103	1	-3	1	0
21	O=Nc1c(O)n(Cc2ccc(Cl)cc2)c2ccccc12	108	3	-0.3	6	4	90	0.9	11	2	7
22	COc1ccc(Cl)cc1NC(=S)NCCSc1ccc(C)cc1	94	10	-0.3	4	-15	95	1	5	3	-1
23	O=c1oc(-c2ccco2)nc2ccccc12	104	10	0.1	0	3	98	1	2	-1	8
24	Cc1cc2ccccc2c(=O)[nH]1	99	2	0.0	22	8	100	0.8	1	6	-21

Other records follow:
cpd	compound	STAT3 activator	TLR4-MyD88 BLA	Hsp70 act	Diaphorase inh	G6PDH counter	STAT1 act	Diaph act CS	STAT1 inh	STAT3 inh	APP transl inh
25	CC1CCCCN1S(=O)(=O)c1ccc(C(=O)Nc2nnc(-c3ccccn3)o2)cc1 (configuration not stated)	98	-6	-0.2	15	4	101	0.8	-3	10	-38
26	COc1ccc(-c2cc(C(F)(F)F)nc(SCC(=O)N(C)Cc3cnn(C)c3C)n2)cc1OC	101	1	-0.3	14	-14	100	0.9	2	-4	5
27	CN(C)C=NC1=NN(c2cccc(C(F)(F)F)c2)CC1	105	-3	-0.3	20	-26	120	0.8	-22	0	-7
28	O=C(C1CCN(S(=O)(=O)c2cnc[nH]2)CC1)N1CCc2ccccc2C1	105	17	-0.3	-2	2	102	1	-1	1	-12
29	CN(Cc1nc2ccc(F)cc2[nH]1)Cc1nc(CC2CC2)no1	101	13	-0.3	7	2	107	0.9	-9	3	12
30	Cc1ccc(C(=O)N/C(=C\c2ccc([N+](=O)[O-])cc2)C(=O)NCCc2ccccc2)cc1	101	-14	0.2	7	2	102	0.9	-3	4	8
31	Cc1cc(/C=C2\SC(=Nc3ccc(F)cc3)NC2=O)c(C)n1-c1ccc(S(N)(=O)=O)cc1	103	20	-0.3	19	-1	95	0.8	6	3	41
32	O=C(Nc1ccncc1)c1cn(-c2ccccc2)nc1-c1cccs1	84	9	0.4	8	4	112	0.9	-13	17	-5
33	O=C(Nc1nc(-c2ccc3ccccc3c2)cs1)C1CCN(S(=O)(=O)c2cccs2)CC1	93	-15	-0.6	21	5	83	0.8	17	10	-10
34	COc1ccc(N2CCN(CC(O)COc3ccccc3[N+](=O)[O-])CC2)cc1 (configuration not stated)	95	-12	-0.2	1	8	96	1	5	6	6
35	CCOC(=O)c1[nH]c2c(c1-c1ccccc1)C(=O)CC(c1ccc(OCC)cc1)C2 (configuration not stated)	99	-6	-0.1	14	17	98	0.9	3	1	-26
36	Cn1c(=O)n(C)c2cc(S(=O)(=O)NCCOCCO)ccc21	100	4	-0.2	12	1	103	0.9	-3	5	4

Additional compounds follow:
cpd	compound	STAT3 activator	TLR4-MyD88 BLA	Hsp70 act	Diaphorase inh	G6PDH counter	STAT1 act	Diaph act CS	STAT1 inh	STAT3 inh	APP transl inh
37	C/C(=C(\C#N)C(=O)NCCCN1CCOCC1)N(C)C	102	8	-0.3	6	4	104	0.9	-4	4	-19
38	COc1ccc(C(=O)C2CCCN(Cc3ccc(C#CCCO)cc3)C2)cc1F (configuration not stated)	100	2	-0.1	-7	17	104	1.1	-6	2	1
39	Cn1c(N)c(Br)c(-c2ccc(F)cc2)c(C#N)c1=O	108	8	-0.1	17	2	101	0.8	-4	-5	-10
40	CCOc1cc(NC(=S)NCCCN2CCOCC2)c(OCC)cc1NC(=O)c1ccc(OC)cc1	99	-1	-0.1	.	24	95	.	4	3	2
41	CN(C)C(=O)c1cc(Br)ccc1Cl	103	5	0.1	11	14	108	0.9	-6	-4	13
42	COc1ccc2[nH]c(C)c(C(=O)CN3CC(C)OC(C)C3)c2c1 (configuration not stated)	92	7	0.1	-3	5	97	1	3	13	-24
43	Cc1ccccc1NC(=O)Cn1c(=O)n(-c2ccc(CC(=O)NCC3CCCO3)cc2)c(=O)c2ccccc21 (configuration not stated)	96	-2	-0.2	-4	4	93	1	7	12	-8

An excerpt of these results, with values under each structure:
Value order: STAT3 activator | TLR4-MyD88 BLA | Hsp70 act | Diaphorase inh | G6PDH counter | STAT1 act | Diaph act CS | STAT1 inh | STAT3 inh | APP transl inh
38: COc1ccc(C(=O)C2CCCN(Cc3ccc(C#CCCO)cc3)C2)cc1F (configuration not stated)
  100 | 2 | -0.1 | -7 | 17 | 104 | 1.1 | -6 | 2 | 1
39: Cn1c(N)c(Br)c(-c2ccc(F)cc2)c(C#N)c1=O
  108 | 8 | -0.1 | 17 | 2 | 101 | 0.8 | -4 | -5 | -10
40: CCOc1cc(NC(=S)NCCCN2CCOCC2)c(OCC)cc1NC(=O)c1ccc(OC)cc1
  99 | -1 | -0.1 | . | 24 | 95 | . | 4 | 3 | 2
41: CN(C)C(=O)c1cc(Br)ccc1Cl
  103 | 5 | 0.1 | 11 | 14 | 108 | 0.9 | -6 | -4 | 13
42: COc1ccc2[nH]c(C)c(C(=O)CN3CC(C)OC(C)C3)c2c1 (configuration not stated)
  92 | 7 | 0.1 | -3 | 5 | 97 | 1 | 3 | 13 | -24

Filtered by structure: the compounds so far containing a thiophene ring, fused or not (3)
cpd	compound	STAT3 activator	TLR4-MyD88 BLA	Hsp70 act	Diaphorase inh	G6PDH counter	STAT1 act	Diaph act CS	STAT1 inh	STAT3 inh	APP transl inh
1	CCC(=O)NC(c1cccs1)c1cc([N+](=O)[O-])c2cccnc2c1O (configuration not stated)	98	-2	-0.2	31	38	99	0.7	1	3	.
32	O=C(Nc1ccncc1)c1cn(-c2ccccc2)nc1-c1cccs1	84	9	0.4	8	4	112	0.9	-13	17	-5
33	O=C(Nc1nc(-c2ccc3ccccc3c2)cs1)C1CCN(S(=O)(=O)c2cccs2)CC1	93	-15	-0.6	21	5	83	0.8	17	10	-10

Single records, as listed above.
Cc1cc2ccccc2c(=O)[nH]1 is listed as STAT3 activator: 99; TLR4-MyD88 BLA: 2; Hsp70 act: 0.0; Diaphorase inh: 22; G6PDH counter: 8; STAT1 act: 100; Diaph act CS: 0.8; STAT1 inh: 1; STAT3 inh: 6; APP transl inh: -21
O=c1oc(-c2ccco2)nc2ccccc12 is listed as STAT3 activator: 104; TLR4-MyD88 BLA: 10; Hsp70 act: 0.1; Diaphorase inh: 0; G6PDH counter: 3; STAT1 act: 98; Diaph act CS: 1; STAT1 inh: 2; STAT3 inh: -1; APP transl inh: 8
